M1 ag: activates human CHRM1 receptor. P11229. CHO-K1 hM1, Fluo-8 calcium fluorescence, agonist mode; 0% DMSO, 100% acetylcholine EC100. activation, % at 3 µM. 0.33% of 360,000 active. AID 588814;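 active means activation above the run's mean compound activation plus 3 SD, cut at about 16% in these data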;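 further: peak over basal fluorescence ratio within a 140 s kinetic read after compound addition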
Target sequence (P11229 whole entry, looked up): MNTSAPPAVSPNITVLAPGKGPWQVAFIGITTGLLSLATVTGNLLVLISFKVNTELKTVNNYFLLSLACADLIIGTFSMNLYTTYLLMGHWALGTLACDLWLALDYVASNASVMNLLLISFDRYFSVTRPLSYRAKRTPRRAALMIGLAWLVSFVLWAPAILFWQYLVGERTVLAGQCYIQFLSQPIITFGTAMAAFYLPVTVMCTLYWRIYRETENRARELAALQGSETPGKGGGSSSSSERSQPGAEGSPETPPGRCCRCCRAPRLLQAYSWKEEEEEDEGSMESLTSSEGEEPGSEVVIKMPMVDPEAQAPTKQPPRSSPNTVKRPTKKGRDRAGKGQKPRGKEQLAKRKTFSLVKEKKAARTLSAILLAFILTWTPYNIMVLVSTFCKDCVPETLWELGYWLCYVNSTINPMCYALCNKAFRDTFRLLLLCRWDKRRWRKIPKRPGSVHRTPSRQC
TAAR1 antagonist: human TAAR1 antagonism; CHO RD-HGA16 TAAR1, Fluo-8 calcium fluorescence, antagonist; inhibition, % at 3 µM; 1.5% of 360,000 active;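 active means inhibition above a per-plate cutoff, the mean inhibition of test compounds on that plate plus 3 SD, cut at about 49% in these data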;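 further: 0% = DMSO plus EC80 beta-PEA response and 100% = DMSO alone without agonist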
Target sequence (Q96RJ0 whole entry, looked up): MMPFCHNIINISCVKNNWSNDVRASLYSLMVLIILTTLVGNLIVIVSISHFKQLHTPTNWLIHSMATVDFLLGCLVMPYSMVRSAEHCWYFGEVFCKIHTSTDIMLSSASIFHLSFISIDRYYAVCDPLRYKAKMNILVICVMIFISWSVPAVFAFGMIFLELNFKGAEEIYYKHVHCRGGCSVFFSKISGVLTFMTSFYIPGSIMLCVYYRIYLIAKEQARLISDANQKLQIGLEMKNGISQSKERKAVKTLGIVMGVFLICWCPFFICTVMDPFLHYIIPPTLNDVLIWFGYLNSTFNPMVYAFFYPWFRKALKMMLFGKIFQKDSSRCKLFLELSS
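System: RD-HGA16 CHO cells with stable hTAAR1 and Gα16 | Probe or stimulus: EC80 β-phenethylamine stimulus | Dosing: 3 µM, single point | Times: Dye loading 75 min at 37 °C, then 30 min room temperature | Measured by: Fluo-8 calcium-sensitive fluorescence | Read-out basis: % inhibition of agonist calcium response | Replicates: n of 1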
M1 PAM: positive allosteric modulators of human M1 muscarinic receptor; P11229; CHO-K1 hM1, Fluo-8 calcium fluorescence, ACh EC20; 0% = ACh EC20, 100% = maximal ACh; activation, % at 3 µM; 0.088% of 360,000 active; AID 588819; in the data active means activation above about 19%, passing the limit was not always enough
OXTR ag: activates the human oxytocin receptor; 0.32% of 320,000 active; P30559; CHO-OTR cells, Fluo-8 calcium fluorescence; normalized: DMSO 0%, oxytocin 100%; activation, % at 3 µM;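 active means activation above the mean of all tested compounds plus 3 SD, cutoff set per screening run, cut at about 20% in these data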;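 further: peak over basal fluorescence ratio from a 100 s FLIPR kinetic read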
CHO parental Ca: counter-screen for OX1R antagonists: effect in parental CHO cells; parental CHO-K1, ATP-induced calcium, Fluo-8 fluorescence; inhibition, % at 5.6 µM; 0.63% of 330,000 active; AID 463079;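 active means inhibition above that plate's mean sample inhibition plus 3 SD, cut at about 26% in these data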;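 further: 0% = ATP-challenged DMSO wells and 100% = DMSO wells without ATP; some compounds past the cut are filed as inactive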
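Material – parental CHO cells · Reagent – ATP stimulus · Compound – single nominal dose of 5.6 µM per compound · Detection – Fluo-8 fluorescence · Read-out basis – percent inhibition of calcium signal · Controls – ATP-challenged DMSO wells low, unchallenged DMSO wells high · Repeats – no replicates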
TAAR1 ag: human TAAR1 agonism; Q96RJ0; CHO RD-HGA16 TAAR1, Fluo-8 calcium fluorescence; vehicle wells 0%, saturating PEA agonist 100%; activation, % at 3 µM; 0.99% of 360,000 active; AID 624467;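 active means activation above the mean activation of all test compounds in the run plus 3 SD, cut at about 38% in these data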
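Test system: RD-HGA16 (CHO) cells co-expressing Gα16 and hTAAR1 | Doses: Single dose, 3 µM | Schedule: 17-24 h seeding, 75 min 37 °C dye, 30 min RT | Evaluation: % activation from peak over basal fluorescence ratio, DMSO-to-PEA scaled | Technique: Kinetic Fluo-8 calcium fluorescence | Benchmarks: Low control DMSO, high control PEA (EC100)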
OXTR potentiator: potentiates the human oxytocin receptor response | P30559 | CHO-OTR cells, Fluo-8 calcium fluorescence, potentiator mode; 0% = oxytocin EC15, 100% = EC100 | activation, % at 3 µM | 0.061% of 320,000 active;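 active means activation above that plate's cutoff, the mean activation of tested compounds plus 3 SD, cut at about 6.6% in these data, passing the limit was not always enough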;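 further: 100% uses oxytocin at 75 nM as the full agonist control; some results filed as inactive read as strong as hits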
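System: human OTR in CHO cells / Also added: sub-maximal oxytocin, roughly EC15 / Control set: EC15 oxytocin low, 75 nM oxytocin high / Schedule: 6 min compound pre-incubation at room temperature, 100 s kinetic read / Compound: single-point 3.0 µM / Replication: singlicate / Technique: Fluo-8 calcium dye fluorescence / Read-out basis: % activation of max/min ratio relative to oxytocin controls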
CHRM1 antagonist: blocks human M1 muscarinic receptor; AID 588852; P11229; 1.3% of 360,000 active; CHO-K1 hM1, Fluo-8 calcium fluorescence, ACh EC80 antagonist; inhibition, % at 3 µM;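 active means percent inhibition above its own plate's cutoff, namely the mean of that plate's compound wells plus 3 SD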;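 further: peak over basal fluorescence ratio during 140 s after agonist addition; 0% = ACh EC80 plus DMSO and 100% = DMSO alone without agonist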
V1R ag counter: activates human V1a receptor in oxytocin agonist counter-screen | P37288 | CHO-V1R cells, Fluo-8 calcium fluorescence, agonist mode; 0% DMSO, 100% 3 nM vasopressin | activation, % at 3 µM | 0.25% of 320,000 active | AID 2797;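 active means activation above the mean activation of all tested compounds plus 3 SD, per screening run, cut at about 20% in these data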;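 further: signal is peak over basal fluorescence ratio across a 100 second FLIPR read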
* marks the source's active call; other numbers are inactive results; . = no result given.

SMILES	M1 ag	TAAR1 antagonist	M1 PAM	OXTR ag	CHO parental Ca	TAAR1 ag	OXTR potentiator	CHRM1 antagonist	V1R ag counter
CCN(CC)S(=O)(=O)c1ccc(S(=O)(=O)N2CCCC(C(=O)NC3CC3)C2)cc1 (stereo not drawn)	0	4	17	1.3	7	-2	-5	-15	1.0
O=C(NCCO)C1(c2ccccc2)CCCC1	-2	1	-3	0.1	-9	10	-6	10	1.8
COc1cccc(-n2c(SCC(N)=O)nc3ccccc3c2=O)c1	-1	2	12	1.8	-3	4	0	-10	1.9
CN1CCN(C(=S)NC(=O)/C=C/c2cccs2)CC1	-1	-22	12	-0.5	-12	1	2	-17	-0.4
CC(C)(C)c1ccc(C(=O)OCC(=O)N2CCC(c3ccccc3)=N2)cc1	-8	-28	-9	0.2	-11	4	-8	5	0.7
CC(C)CCC(O)(c1ccccc1)C(CN1CCOCC1)c1ccccc1 (stereo not drawn)	-6	-21	-3	.	.	-2	.	-2	.
COCCNC(=O)C1CCCN(C(=O)COc2ccc(Cl)cc2Cl)CC1 (stereo not drawn)	-3	-7	2	.	.	1	.	-12	.
CC(=O)N1CCCc2cc(S(=O)(=O)N3CCCC(C)C3)ccc21 (stereo not drawn)	-3	6	5	0.0	-4	0	-1	-5	0.3
Cc1nnc(SCc2ccccc2F)n1NCc1cccs1	-4	11	0	-0.5	-4	4	-7	4	0.4
COc1cccc(CN2CC(C(=O)NCCc3nccs3)CCC2=O)c1 (stereo not drawn)	-1	-19	10	.	.	3	.	-16	.
O=C(CC(c1ccccc1)(c1ccccc1)c1ccccc1)N[C@@H](Cc1ccccc1)C(=O)O	-4	-10	6	-1.0	-21	2	-6	0	0.9
N#Cc1c(N)oc(-c2ccccc2)c1-c1ccccc1	-5	8	4	-0.6	-10	3	-2	-1	0.7
Cn1c(SCC(=O)Nc2sccc2C(N)=O)nnc1-c1ccncc1	-2	-15	3	0.3	5	0	-14	-3	0.9
CN1C(=O)c2ccc(NC(=O)CCS(=O)(=O)c3ccccc3)cc2C1=O	-6	-2	5	0.2	-9	3	-9	-11	1.0
COc1cc(OC)cc(C(=O)OCC(=O)NC(c2ccccc2)c2ccccc2)c1	-4	33	5	0.4	-8	3	-6	-5	0.8
CNC(=S)NNC(=O)CNc1ccc(C)c(Cl)c1	-12	10	13	0.0	-7	4	-5	-8	-0.1
CCOc1cc(-c2c(C#N)c(N)nc3c2CCCC3)ccc1O	-5	-2	2	-1.5	-26	4	-2	-20	-0.3
CCC(C)NC(=O)c1ccccc1NC(=O)c1ccc(CSc2ccccc2)cc1 (stereo not drawn)	-6	-11	6	1.5	-16	3	-4	-2	1.8
CCOC(=O)C1=C(COC(=O)[C@@H](NC(=O)c2cccc(C)c2)C(C)C)NC(=O)NC1C (stereo partly drawn)	-2	-4	3	0.6	-27	4	-8	-10	-0.1
CCOc1ccc(/C=N/NC(=O)NC23CC4CC(CC(C4)C2)C3)cc1O	-1	47	-1	-1.0	-10	6	-14	8	0.1
O=C(CN(Cc1ccccc1)S(=O)(=O)c1ccc(F)cc1)NCc1ccncc1	2	-9	6	1.9	-26	1	-3	-9	1.5
CC(=O)c1ccc(NC(=O)Cc2ccsc2)cc1	-2	11	2	0.4	3	-2	-8	-1	0.5
CCS(=O)(=O)NC(=O)C1(C)CCN1C(=O)Cc1ccc(Cl)cc1Cl (stereo not drawn)	-3	-1	8	.	.	0	.	-19	.
CC(=O)NS(=O)(=O)c1ccc(NC(=O)c2cc(-c3ccc(C)c(C)c3)nc3ccccc23)cc1	0	2	5	-0.6	0	4	-7	-21	-0.4
Cc1nc(/C=C/c2ccccc2)[nH]c(=O)c1-c1ccccc1	-5	-19	-2	0.3	4	0	-5	5	1.1
(more compounds)
SMILES	M1 ag	TAAR1 antagonist	M1 PAM	OXTR ag	CHO parental Ca	TAAR1 ag	OXTR potentiator	CHRM1 antagonist	V1R ag counter
Cc1cc(NC(=O)c2c(Br)cnn2C)no1	-2	-21	4	.	.	6	.	-6	.
N#CCCNS(=O)(=O)c1ccc(C(=O)OCCCOC(=O)c2ccc(S(=O)(=O)NCCC#N)cc2)cc1	-6	-9	3	-0.9	-16	0	-9	-4	-0.3
N#C/C(=C(/O)CN1CCOCC1)c1nc2ccccc2s1	-1	-14	4	0.0	-11	3	-9	-14	0.2
O=S(=O)(c1ccc(F)cc1)N1CC2CCCN2c2ccc(C(F)(F)F)cc21 (stereo not drawn)	-5	-21	-1	-1.5	-22	2	-14	6	-0.2
CCOc1ccc(N2CC(C(=O)NCCc3ccc(OC)c(OC)c3)CC2=O)cc1 (stereo not drawn)	-4	-7	7	.	.	5	.	-13	.
COc1ccccc1NS(=O)(=O)c1ccc2c(c1)N(C(C)=O)CC(C)S2 (stereo not drawn)	1	-7	1	5.8	-3	6	-11	-3	7.4
O=C(CSc1ccc(-c2ccco2)nn1)Nc1cccc(F)c1	1	4	-3	7.4	-9	3	-14	-5	9.4
C[C@H](CO)N1C[C@H](C)[C@@H](CN(C)C(=O)Nc2ccc(C(C)(C)C)cc2)OCc2cnnn2CCCC1=O	-5	-7	3	.	.	-1	.	-4	.
O=C(NCc1ccccc1F)C1CCCN1C(=O)NCc1ccccc1 (stereo not drawn)	-3	-14	8	-0.3	-6	4	-3	-15	-0.8
COC(=O)[C@H]1Cc2cnoc2C[C@]1(C)C(=O)O	-2	-4	-3	1.9	-2	4	-3	13	1.2
Cc1ccc(SCC(=O)c2c(C)nc3ccccn23)cc1	1	11	3	7.1	-22	7	-19	0	11
NNC(=O)CSCc1ccc(Cl)cc1Cl	-1	-3	8	-0.8	-20	0	-5	-7	2.2
Cc1ccc(-c2noc(CCC(=O)N3CCN(c4cc(C)ccc4C)CC3)n2)cc1	-7	-35	1	.	-31	0	.	-8	.
CC(C)c1nccn1S(=O)(=O)c1cc([N+](=O)[O-])ccc1Cl	-6	4	-3	-0.3	-12	3	0	2	-0.4
CS(=O)(=O)N1CCc2cc(C(=O)N3CCOCC3)ccc21	-3	-27	-6	0.3	-4	2	-6	0	0.7
CCOc1ccc(C(=O)/C=C/Nc2ccc(S(=O)(=O)Nc3cc(C)nc(C)n3)cc2)cc1	.	10	.	-0.1	-14	1	2	.	1.3
COc1cccc(C(=O)Nc2nc(-c3ccc(S(=O)(=O)N4CCOCC4)cc3)cs2)c1	-3	50*	-11	5.0	12	21	-7	10	2.9
COc1cc(NC(=O)Nc2cccc(Cl)c2)c(OC)cc1NC(=O)CN1CCCCC1	-4	2	8	-0.8	-26	-4	-8	-4	0.7
CCCN(CC1CC1)C(=O)COC(=O)c1ccc(C)cc1O	0	-6	11	-1.3	-8	9	-7	-15	0.5
Cc1nc(-c2ccc(NC(=O)c3ccc(Br)o3)cc2)cs1	0	31	-5	0.7	1	10	-7	16	0.7
COc1ccc(CN2CCN(S(=O)(=O)c3ccc(F)cc3)CC2)c(OC)c1OC	-7	6	7	-0.4	-13	2	-3	-9	0.1
Cc1cc(C)c(NC(=O)COc2nc3ccccc3nc2C)c(C)c1	-7	5	2	-0.8	-9	3	-2	-10	1.9
CCOC(=O)c1cc(C(=O)NN)c(=O)[nH]c1C	-1	-21	6	0.9	-7	5	0	-9	-0.5
Nc1ccnc(Oc2ccc(F)cc2)c1	-2	-24	-5	0.8	-4	2	-7	1	0.3
COc1ccc(NC(=O)CS(=O)(=O)c2ccc(C)cc2)c(OC)c1	-2	-1	6	-1.6	-19	-2	-11	-13	-0.7
(cont.)
SMILES	M1 ag	TAAR1 antagonist	M1 PAM	OXTR ag	CHO parental Ca	TAAR1 ag	OXTR potentiator	CHRM1 antagonist	V1R ag counter
Cc1ccc(NC(=O)CCS(=O)(=O)c2ccc3c(c2)NC(=O)C(C)S3)cc1Cl (stereo not drawn)	1	24	-6	7.1	-15	12	-5	2	10
Cc1ccc(Cl)c(NC(=O)CN2CCNC(=O)C2)c1Cl	0	-17	13	0.7	-5	0	-2	-10	0.1
O=C(NNC(=O)c1cccc(O)c1)Nc1ccc([N+](=O)[O-])cc1	-2	-3	10	-0.4	6	1	-1	-6	-0.2
CN(C)S(=O)(=O)Oc1ccc(C(=O)Nc2cccc(C(F)(F)F)c2)cc1	-6	41	-9	9.4	53*	6	-19	5	9.7
CCOC(=O)C(C)N1C(=O)S/C(=C/c2ccc3c(c2)n(C)c(=O)n3C)C1=O (stereo not drawn)	-3	18	6	1.2	-10	16	-8	-4	3.9
CCCCCCNCc1c(F)cccc1Cl	-7	-18	11	-0.4	-14	6	-3	-8	0.7
Cc1ccc(OCC(=O)NC2CC(C)(C)NC(C)(C)C2)cc1C	-10	-2	4	0.1	4	9	-1	-5	0.8
Cc1[nH]c(=O)[nH]c(=O)c1S(=O)(=O)Nc1ccc(F)cc1Cl	-1	2	21	.	.	1	.	-24	.
COc1ccc(C(O)c2nc(-c3cccc4cccnc34)cs2)cc1 (stereo not drawn)	-1	-3	5	.	.	1	.	-7	.
COc1ccc(NC(=O)c2cc(-c3ccco3)nc3ccccc23)cc1	-4	16	-7	0.9	-13	6	-10	16	-0.1
O=C(NCc1cccnc1)Nc1cccc(C(F)(F)F)c1	3	-1	10	.	.	4	.	-2	.
COc1ccc(CNC(=O)c2ccccc2C(=O)O)cc1	-6	-14	6	-0.4	-12	1	-2	-1	-0.2
Nc1c(C(=O)C2CC2)sc2nc3c(cc12)CCC3	-2	5	5	-1.1	-4	5	-11	-3	-1.6
COc1ccc(NC(=O)Cc2ccc(C)cc2)cc1S(=O)(=O)N1CCCCC1	-2	-13	2	2.5	-28	4	-2	-6	3.0
O=c1oc2cc(O)ccc2cc1-c1nc2ccccc2o1	54*	28	-19	.	.	30	.	26	.
CCOC(=O)C1=C(C)N=c2sc(=Cc3ccc(OCC(=O)O)cc3)c(=O)n2C1c1ccc(Cl)cc1 (stereo not drawn)	-2	10	0	.	.	5	.	2	.

Compound activity deposited in PubChem BioAssay by The Scripps Research Institute Molecular Screening Center.
